MsrA act: bovine MsrA enzyme activators, primary screen, biochemical, absorbance, HTS; AID 602163, 2012; 360,000 tested, 0.3% active; activation, % at 10.6 µM; Methionine sulfoxide reductase A (Bos taurus); purified bovine MsrA, absorbance read-out; in the data active = activation above about 7.5%;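 also: 0% = vehicle and 100% = reference activator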
PABP1 MLLE inh: inhibitors of PABP1 MLLE–PAM2 peptide binding, primary screen, biochemical, fluorescence polarization, FITC-PAM2, GST-MLLE | Polyadenylate-binding protein 1 (Homo sapiens), P11940 | inhibition, % at 20 µM | 360,000 tested, 0.36% active; in the data active = inhibition above about 35%, passing the limit was not always enough;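 also: plate controls were DMSO wells with GST-MLLE for no effect and wells lacking GST-MLLE protein for full effect; some results filed as inactive read as strong as hits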
Target sequence (P11940 whole entry, looked up): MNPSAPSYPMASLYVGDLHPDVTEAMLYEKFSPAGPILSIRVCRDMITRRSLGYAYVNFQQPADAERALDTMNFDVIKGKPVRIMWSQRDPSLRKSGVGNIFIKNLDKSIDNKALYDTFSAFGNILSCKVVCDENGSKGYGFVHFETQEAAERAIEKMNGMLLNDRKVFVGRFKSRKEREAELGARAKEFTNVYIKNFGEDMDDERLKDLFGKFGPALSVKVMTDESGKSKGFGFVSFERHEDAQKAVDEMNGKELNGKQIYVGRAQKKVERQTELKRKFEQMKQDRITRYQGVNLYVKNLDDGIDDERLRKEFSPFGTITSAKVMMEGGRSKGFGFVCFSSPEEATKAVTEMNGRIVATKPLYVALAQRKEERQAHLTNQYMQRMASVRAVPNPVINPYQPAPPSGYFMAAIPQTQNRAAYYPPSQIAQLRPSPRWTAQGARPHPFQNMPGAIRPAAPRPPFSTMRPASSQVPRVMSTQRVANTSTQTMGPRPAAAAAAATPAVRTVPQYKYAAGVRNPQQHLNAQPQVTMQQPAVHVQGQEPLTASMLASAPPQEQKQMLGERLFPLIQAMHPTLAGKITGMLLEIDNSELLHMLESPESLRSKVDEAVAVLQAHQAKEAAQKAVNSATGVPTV
FAS-TE inh: FAS thioesterase domain inhibitors, primary screen, biochemical, fluorescence intensity, uHTS; Fatty acid synthase (Homo sapiens), P49327; 360,000 tested, 0.67% active; inhibition, % at 15 µM; AID 602261, 2012; recombinant FAS-TE, OMFH fluorogenic substrate, fluorescence endpoint;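 active = compounds whose normalised, plate-corrected inhibition of enzyme fluorescence in the single-dose primary screen is 50% or more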;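 also: 0% = DMSO with enzyme and 100% = substrate without enzyme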
Tb MetRS inh: T. brucei MetRS inhibitors, primary screen, biochemical, luminescence; methionyl-tRNA synthetase (Trypanosoma brucei brucei); purified T. brucei MetRS, ATP depletion, Kinase-Glo luminescence; inhibition, % at 11.9 µM; 360,000 tested, 0.4% active;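 active = inhibition above a per-plate cutoff of the control wells' mean inhibition plus 3 SD, cut at about 5.5% in these data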;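 also: 0% = DMSO wells median and 100% = median of wells with control inhibitor compound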
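technique = Kinase-Glo luminescence, ATP depletion format | system = purified MetRS (methionyl-tRNA synthetase) enzyme from Trypanosoma brucei | timing = 15 min preincubation, 2 h reaction, all 25 °C | evaluation = percent inhibition versus plate control medians | dosing = single dose, 11.9 µM final nominal, 0.9% final DMSO | also added = substrates ATP, L-methionine and bulk Escherichia coli tRNA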
CSN deneddyl inh: inhibitors of CSN-mediated cullin deneddylation, primary screen, biochemical, fluorescence polarization, uHTS; COP9 signalosome complex subunit 5 (Homo sapiens), Q92905; Purified CSN, SCF-Nedd8-OG deneddylation; inhibition, % at 12.5 µM; 360,000 tested, 0.38% active; AID 651999, 2013;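 active = pattern-corrected inhibition above about 35%, with an unprinted fluorescence ratio check between 0.5 and 1.5, limit read from the data, passing the limit was not always enough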;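 also: 0% = enzyme with substrate and 100% = substrate without enzyme; some results filed as inactive read as strong as hits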
Target sequence (Q92905 whole entry, looked up, one chain of several): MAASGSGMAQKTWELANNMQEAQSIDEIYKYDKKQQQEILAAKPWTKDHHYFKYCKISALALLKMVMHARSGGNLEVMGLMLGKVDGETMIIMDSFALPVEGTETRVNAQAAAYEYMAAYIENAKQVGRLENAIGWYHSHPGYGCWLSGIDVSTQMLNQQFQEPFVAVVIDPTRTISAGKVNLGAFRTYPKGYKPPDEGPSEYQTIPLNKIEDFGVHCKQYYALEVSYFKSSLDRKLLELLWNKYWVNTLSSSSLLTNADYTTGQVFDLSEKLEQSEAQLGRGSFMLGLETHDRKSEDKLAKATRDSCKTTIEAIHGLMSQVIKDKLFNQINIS
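Material: purified human Csn5 enzyme expressed in HEK293T cells / Medium: Tris buffer pH 7.5, NaCl, DTT, Tween-20, trehalose, ovalbumin / Compound dosing: 12.5 µM single point / Schedule: 90 min incubation of compound, enzyme and substrate at room temperature / Signal: fluorescence polarization of the substrate / Control set: no-enzyme wells high, enzyme-with-substrate wells low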
MsrA inhibitor: bovine MsrA enzyme inhibitors, primary screen, biochemical, absorbance, HTS; Methionine sulfoxide reductase A (Bos taurus); purified bovine MsrA, absorbance read-out; inhibition, % at 15.5 µM; 360,000 tested, 0.75% active; AID 651718, 2012; in the data active = inhibition above about 4.5%;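 also: 0% = vehicle wells with enzyme and 100% = reference inhibitor wells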
E coli Lon inh: inhibitors of E. coli Lon protease, primary screen, biochemical, fluorescence polarization. purified E. coli Lon protease. inhibition, % at 7.94 µM. 360,000 tested, 0.42% active; in the data active = inhibition above about 13%, passing the limit was not always enough;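 also: 0% = enzyme with probe and DMSO and 100% = no enzyme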
Neddylation inh: inhibitors of cullin neddylation, primary screen, biochemical, TR-FRET, uHTS, NAE and Ubc12; calls only at 25 µM; 360,000 tested, 0.58% active; NEDD8-conjugating enzyme Ubc12 (Homo sapiens) + NEDD8-activating enzyme E1 regulatory …; in the data active = inhibition above about 36%
Rin1-Abl PPI inh: inhibitors of Rin1-Abl protein binding, primary screen, biochemical, TR-FRET. 360,000 tested, 0.4% active. AID 588664, 2011. Tyrosine-protein kinase ABL1 (Homo sapiens) + Ras and Rab interactor 1 (Homo sapiens), …. inhibition, % at 7.35 µM; in the data active = inhibition above about 5%, passing the limit was not always enough
An asterisk follows results filed as active; i = inactive; x = not tested or not shown; + = active, no number.

SMILES | MsrA act | PABP1 MLLE inh | FAS-TE inh | Tb MetRS inh | CSN deneddyl inh | MsrA inhibitor | E coli Lon inh | Neddylation inh | Rin1-Abl PPI inh
COc1cccc(C(C)(O)c2nc(-c3ccc(F)cc3OC)cs2)c1 (stereo not drawn) | -3 | 3 | 16 | -0.4 | 1 | -0.2 | -1 | i | 0
COc1ccccc1CNC(=O)CNC(=O)N1CC(=O)Nc2ccccc21 | -1 | 6 | -3 | -0.4 | -1 | 0.4 | -9 | i | 4
Cc1nc(NC(=O)/C=C/c2ccc(F)cc2)sc1C(=O)N(C)C | -5 | -2 | -13 | 0.7 | -4 | 3.6 | 4 | i | -2
COc1ccc(CCNC(=O)c2ccc(CS(=O)(=O)Cc3ccc(C)cc3)o2)cc1OC | -2 | -3 | -5 | -0.1 | -4 | -0.9 | -11 | i | -1
C[n+]1cccc(C(=O)NCC2CCCO2)c1 (stereo not drawn) | -1 | -98 | -4 | -0.6 | 0 | 3.1 | -4 | i | 0
CCOC(=O)C1=C(CCc2ccccc2)NC(=O)NC1c1ccc(Br)cc1 (stereo not drawn) | -2 | 16 | 13 | 0.8 | 1 | 0.1 | 3 | i | 2
CCOC(=O)CSc1nnc(Cc2ccc(OC)cc2)n1-c1ccccc1 | -2 | -84 | -2 | -0.2 | -5 | 0.8 | -4 | i | 3
O=C(Nc1cccc2c1CCCC2)c1ccc(Cl)c([N+](=O)[O-])c1 | -7 | -6 | 37 | -0.3 | 4 | 0.6 | 1 | i | 1
Cn1c(=O)c2[nH]c(NN=Cc3ccc(Br)cc3)nc2n(C)c1=O | -3 | -7 | -4 | -0.1 | 4 | 1.8 | -2 | i | 1
CC(C)C(C(=O)NC1CCCC1)N(CC1CCCO1)C(=O)CNS(=O)(=O)c1ccc(F)cc1 (stereo not drawn) | -1 | 1 | -2 | 0.1 | 0 | -1.4 | -3 | i | -1
CCCn1nnc2ccccc2c1=O | -7 | 2 | -8 | -0.9 | 1 | 1.6 | -12 | i | -7
COc1cc(C(=S)N2CCOCC2)ccc1OC(=O)c1ccc(Br)cc1 | -2 | 9 | 15 | 0.0 | -4 | -0.2 | 4 | i | -1
Cc1[nH]nc2c1C1(CCOCC1)C(C#N)=C(N)O2 | -2 | -2 | -6 | -0.4 | 4 | x | -1 | i | 2
CCCC(CNC(=O)COC(=O)C1=NNC(=O)CC1)c1ccc(Cl)cc1Cl (stereo not drawn) | -1 | -7 | -4 | 0.0 | 6 | -0.3 | 1 | i | 0
COC(=O)CC1COc2ccccc2N1C(=O)c1cccc(Cl)c1 (stereo not drawn) | -7 | 2 | 4 | -1.1 | 2 | 1.2 | -6 | i | -1
CCCSc1cc(=O)n(-c2ccccc2)nc1C(=O)O | -4 | 16 | -10 | -0.3 | 4 | 0.8 | -12 | i | 1
CSCC[C@H](NC(=O)c1cc([N+](=O)[O-])ccc1Cl)c1nc2ccccc2[nH]1 | -5 | 3 | 63* | 1.4 | 0 | -0.5 | -5 | i | 4
Cn1nc(C(C)(C)C)cc1N1C(=O)CCC1(C)C(=O)NC1CCCCC1 (stereo not drawn) | -2 | 10 | -10 | -0.8 | -2 | -0.7 | -6 | i | -2
Cc1cc[n+](CC(=O)c2ccc3c(c2)OCCO3)cc1 | -6 | 4 | -7 | -0.6 | 7 | 0.5 | 0 | i | 4
COc1ccc(C(=O)NC(=S)N2CC(C)OC(C)C2)cc1 (stereo not drawn) | 3 | -38 | -14 | -0.4 | 8 | 0.4 | -2 | i | -2
COc1ccc(-n2nc(C(=O)NCC(=O)NCCC3=CCCCC3)c3ccccc3c2=O)c(OC)c1 | -2 | 17 | -1 | -0.6 | 1 | 0.0 | 5 | i | -1
COc1cccc(NC(=O)c2ccccc2-c2nc(-c3ccc(Cl)cc3)no2)c1 | -10 | -9 | 22 | -1.4 | 2 | -0.8 | -3 | i | 3
Cc1cccc(-n2ncc3c(NCCCN4CCCC4=O)ncnc32)c1 | -1 | 2 | -8 | 0.8 | 3 | -1.5 | 9 | + | 2
CCN(CC)C(=O)COc1ccc(/C=C(\C#N)S(=O)(=O)c2ccccc2)cc1OC | -2 | 9 | -1 | 0.2 | 3 | 1.8 | 6 | i | 0
COc1ccc(N2CC(C(=O)NC3CCSC3=O)CC2=O)cc1 (stereo not drawn) | -5 | -4 | -4 | -0.2 | -2 | 0.5 | 0 | i | 2
COc1cccc(OC)c1OCC(=O)Nc1ccc(S(=O)(=O)N2CCCC2)cc1 | -3 | -5 | 18 | -0.2 | 2 | 0.6 | -4 | i | 1
Cc1c(NC(=O)CN2C(=O)NC(C)(c3ccccc3Cl)C2=O)c(=O)n(-c2ccccc2)n1C (stereo not drawn) | -4 | -7 | -4 | 0.8 | 2 | x | -1 | i | 2
COc1ccc(N2CC(C(=O)N3CCOCC3)CC2=O)cc1 (stereo not drawn) | -2 | 2 | -3 | -0.2 | -4 | -1.1 | -3 | i | 0
CCN(CCNS(=O)(=O)c1ccc2c(c1)oc(=O)n2C)c1ccccc1 | -7 | -11 | 3 | -1.5 | 2 | -0.6 | -10 | i | 0
CCOC(=O)c1oc2cccc(O)c2c1CN(Cc1ccccc1)C(C)=O | 1 | 10 | -6 | -0.3 | -1 | -0.2 | 3 | i | 0
COC(C(=O)NC1CCCCCCC1)c1ccccc1 (stereo not drawn) | -2 | 8 | -5 | -0.1 | 0 | -0.4 | 2 | i | 1
CCC(=O)c1ccc(OCC(O)CN2CCN(c3ccccn3)CC2)cc1 (stereo not drawn) | -7 | -9 | -9 | -1.4 | -4 | 0.1 | -10 | i | 1
CC1(C)Oc2ccc(C(=O)NC3CCCC3)cc2N(CC(=O)N2CCOCC2)C1=O | -2 | -1 | -8 | -0.3 | -2 | 1.6 | -7 | i | 7
CCOc1ccccc1Nc1ccc(C(=O)O)cc1NC(C)=O | -2 | 5 | -9 | -0.3 | -3 | 0.1 | 0 | i | -2
Cc1cc(C)cc(C(=O)Oc2coc(CSc3nnc(NC(=O)C4CC4)s3)cc2=O)c1 | 0 | 7 | 9 | -0.3 | 1 | 0.8 | -2 | i | -2
Cc1ccc2nsnc2c1NC(=O)COc1ccccc1 | -1 | 2 | -2 | -0.5 | -1 | 1.6 | 4 | i | -6

Reformatted: entries from further up
Compound: Cc1cc(C)cc(C(=O)Oc2coc(CSc3nnc(NC(=O)C4CC4)s3)cc2=O)c1
  MsrA act = 0	PABP1 MLLE inh = 7	FAS-TE inh = 9	Tb MetRS inh = -0.3	CSN deneddyl inh = 1	MsrA inhibitor = 0.8	E coli Lon inh = -2	Neddylation inh = i	Rin1-Abl PPI inh = -2
Compound: CC1(C)Oc2ccc(C(=O)NC3CCCC3)cc2N(CC(=O)N2CCOCC2)C1=O
  MsrA act = -2	PABP1 MLLE inh = -1	FAS-TE inh = -8	Tb MetRS inh = -0.3	CSN deneddyl inh = -2	MsrA inhibitor = 1.6	E coli Lon inh = -7	Neddylation inh = i	Rin1-Abl PPI inh = 7
Compound: Cc1cccc(-n2ncc3c(NCCCN4CCCC4=O)ncnc32)c1
  MsrA act = -1	PABP1 MLLE inh = 2	FAS-TE inh = -8	Tb MetRS inh = 0.8	CSN deneddyl inh = 3	MsrA inhibitor = -1.5	E coli Lon inh = 9	Neddylation inh = +	Rin1-Abl PPI inh = 2
Compound: O=C(Nc1cccc2c1CCCC2)c1ccc(Cl)c([N+](=O)[O-])c1
  MsrA act = -7	PABP1 MLLE inh = -6	FAS-TE inh = 37	Tb MetRS inh = -0.3	CSN deneddyl inh = 4	MsrA inhibitor = 0.6	E coli Lon inh = 1	Neddylation inh = i	Rin1-Abl PPI inh = 1

Next part.
SMILES | MsrA act | PABP1 MLLE inh | FAS-TE inh | Tb MetRS inh | CSN deneddyl inh | MsrA inhibitor | E coli Lon inh | Neddylation inh | Rin1-Abl PPI inh
Nc1nc2nonc2nc1N | -2 | 18 | -6 | 0.1 | 1 | 0.5 | -7 | i | 1
COc1ccccc1OCCCCN1CCN(c2ccccc2OC)CC1 | -6 | -6 | -13 | -1.9 | -2 | 0.9 | -8 | i | 0
Brc1ccc(-c2cn3cccnc3n2)cc1 | 4 | -1 | 2 | 0.1 | 0 | 2.6 | -5 | x | 0
COc1ccc(N2CCN(C(=O)c3ccc(N(C)S(=O)(=O)c4ccc(C)cc4)cc3)CC2)cc1 | -3 | -2 | 16 | -0.3 | -7 | 1.0 | -3 | i | 3
CCc1nnc(NS(=O)(=O)c2ccc(NC(=O)c3ccccc3OC)cc2)s1 | -4 | -5 | -1 | -0.7 | -1 | 0.1 | -6 | i | 1
CN1CCN(c2nc(-c3ccccn3)nc3ccccc23)CC1 | -1 | 6 | -3 | 0.3 | -4 | 2.2 | 2 | i | 0
COc1cc(NS(=O)(=O)c2ccc(NC(=S)NC(=O)c3ccc(F)c(F)c3)cc2)nc(OC)n1 | -4 | 28 | -7 | 0.1 | 2 | 3.1 | -4 | i | 0
COCCNC(=S)N1C2CCC1CC(NC(=O)NC13CC4CC(CC(C4)C1)C3)C2 (stereo not drawn) | -1 | -118 | -5 | -0.3 | 7 | -1.1 | 2 | i | 2
COc1ccc(N=Cc2c[nH][nH]c2=O)cc1 | 0 | -9 | 0 | 1.0 | -1 | 3.6 | 0 | i | -2
CCN(CCCNC(=O)c1ccc2c(c1)NC(=O)CN2C)c1cccc(C)c1 | -1 | -13 | 6 | 0.3 | 5 | 1.1 | 14 | i | 0
O=C(NCc1ccccn1)c1cc2ccccc2oc1=O | -1 | 12 | -10 | -0.2 | 0 | 3.4 | -1 | i | -5
COc1cc(OC)cc(C(=O)Nc2ccc([N+](=O)[O-])cn2)c1 | -4 | 5 | 0 | 0.6 | -7 | 1.4 | -1 | i | 1
NS(=O)(=O)c1ccc(CCNC(=O)CCc2nc3ccccc3s2)cc1 | -4 | 2 | -3 | -0.8 | 0 | -0.8 | -10 | i | 0
O=C(Nc1cccc2c1CCCC2)c1cc([N+](=O)[O-])cc([N+](=O)[O-])c1 | -3 | -5 | 22 | -0.3 | -3 | 0.1 | -1 | i | -5
Cc1ccc(C)c(S(=O)(=O)N2CCCOC2CNC(=O)C(=O)NCCc2ccccc2)c1 (stereo not drawn) | -1 | -12 | 5 | -0.3 | -2 | -0.2 | -2 | i | -2
CCOC(=O)NCCc1c(C)nc2c(c(C)nn2C(C)(C)C)c1C | -6 | -1 | -1 | -0.7 | -2 | -0.1 | -3 | i | -3
CC/C(=N\NC(=O)C1CCCC1)c1ccc(Br)cc1 | -3 | -2 | 0 | 0.3 | 1 | 0.6 | 2 | i | 1
COc1cccc(OC)c1OCCNC(C)(C)C | -2 | -5 | -6 | -0.6 | -2 | -1.2 | 0 | i | 2
Cc1ccc2c(cnn2C(=O)CCCC(=O)NCc2cccc(F)c2)c1 | -9 | 1 | 1 | -0.3 | -1 | -0.4 | 0 | i | 1
COC(=O)CCc1nc2ccccc2[nH]c1=O | -5 | 10 | -8 | -0.3 | -2 | 3.2 | 5 | i | -1
Cc1cc(C)n(-c2ccc(C(=O)NCC(=O)Nc3cc(Cl)ccc3Cl)cc2)n1 | -1 | 3 | 4 | -0.1 | -1 | 0.8 | -2 | i | -1

From PubChem BioAssay
